# Source: PubChem (National Center for Advancing Translational Sciences (NCATS))
# Pf Dd2 growth = qHTS Primary assay for Inhibitors of Plasmodium falciparum Dd2 growth in vitro. P. falciparum Dd2 growth, SYBR Green, 72 h. Potency, µM (top dose mostly 28.9 µM), without a hit: top-dose activity, negative = inhibition, usual class: inhibitors. 120,000 tested, 4.3% active; active = well fitted inhibition curve with a large enough effect; inconclusive = small, poorly fitted or top-dose-only effect; inactive = no such curve, though single readings can be large or run the other way;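 note: plate controls were DMSO vehicle for no effect and reference drug for full effect; nearly all actives have a fitted effect of over 65% in size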
#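 Infected erythrocytes (Dd2, 0.3% parasitemia, 2.5% hematocrit final) are added to compound in RPMI-1640/Albumax II medium, grown 72 h at 37C in low oxygen, then lysed with saponin/Triton-X containing SYBR Green and read by fluorescence.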
# Active calls of the source: *; i = inactive; u = inconclusive; & = joins results of further samples; [ ] = another dose, or the depositor's remark. Potency is the fitted concentration of half-maximal effect. Some of the compounds tested; rates above refer to the full screens.
SMILES,Pf Dd2 growth
CC(=O)N1CCCC(c2[nH]ccc2C(=O)N2CCN(c3ncccn3)CC2)C1 (configuration not stated),14%
CN(C)C[C@@H]1CN(S(C)(=O)=O)C[C@H]1NC(=O)c1ccnn1C,12%
O=C(COc1ccccc1)N1CCCC(Nc2ccc(F)cc2)C1 (configuration not stated),-7%
CCOc1ccccc1NC(=O)c1cc2cc3cc(C)ccc3nc2s1,3%
COc1cccc(CNCC2(COc3ccccc3)C[C@@H](O)[C@@H](O)C2)c1 (some centres not stated),4µM*
CCCCn1c(COc2cccc(OC)c2)nc2ccccc21,-13%
CCCCC(=O)NC1CC(=O)N(c2ccc3c(c2)OCCO3)C1 (configuration not stated),25%
CN(C)C(=O)c1ccc(OC2CCN(C(=O)c3ccc(Br)cc3)CC2)nc1,-28%
CC(=O)N1CC2(CCN(Cc3ncc[nH]3)CC2)CC1C(=O)O (configuration not stated),-15%
Cc1ccc(C(=O)N2CCCC(c3nn[nH]n3)C2)cn1 (configuration not stated),13%
COCCOC1CCN(C(=O)c2cccn2C)CC1,24%
CCN(CC)c1cc(C)c2cc(NC(=O)/C=C/c3ccc(C)cc3)ccc2n1,u
Cc1[nH]cnc1CN1C[C@@H]2CN(C(=O)CCC3CC3)C[C@]2(C(=O)O)C1,-9%
COCC(=O)Nc1ccc(-c2noc([C@@H]3CCCN3Cc3ccc(S(C)(=O)=O)cc3)n2)cn1,-26%
O=C(c1ccc(F)cc1)N1CCC2(CN[S+](=O)([O-])c3cccnc3O2)C1 (configuration not stated),u
CCCC1c2nccn2CCCN1C(=O)c1ccc(OC)nc1OC (configuration not stated),8%
Cc1cc(-c2ccc(C)c(S(=O)(=O)NCc3ccc(Cl)cc3)c2)on1,i
COc1ccc(/C=C(\NC(=O)c2ccccc2)C(=O)NC2CCCCC2)cc1,-13%
O=C(NCc1ccccc1Cl)c1ccc(-n2cnc3cccnc32)cc1,23%
O=C(NC1CC1)[C@@H]1CN(Cc2ccc(OC(F)(F)F)cc2)C[C@H]1CO,13µM*
COc1ccc(-c2noc(C(=O)O)c2[C@@H](C)NS(=O)(=O)c2ccccc2)cc1,-12%[44.1 µM]
CCCCNC(=O)CCSc1nc(-c2ccc3c(c2)OCO3)cc(C(F)(F)F)n1,u
Cc1cc(C(=O)N2CCCn3ccnc3C2c2cnn(C)c2)n[nH]1 (configuration not stated),0%
NS(=O)(=O)c1ccc(CNC(=O)C[C@H]2NC(=O)c3ccccc3NC2=O)cc1,-2%
O=C(CSc1c2c(nc3ccccc13)CCC2)Nc1ccc(F)cc1,-8%
O=C(NC1CC1)[C@@H]1C[C@H](Oc2cccnc2)CN1C(=O)c1ccccn1,21%
CCOc1ccccc1CNC(=O)c1cc2cc(S(=O)(=O)N3CCCCC3)ccc2n1C,u
O=C1Nc2ccccc2CC12CCN(Cc1ccc(OC(F)(F)F)cc1)C2 (configuration not stated),11µM*
COCC(=O)NC[C@H]1C[C@@H]2CCN1C[C@@H]2CN1CCCCC1,7%[44.1 µM]
CCCc1cc(=O)[nH]c2nnc(SC(C)CC)n12 (configuration not stated),2%
CN1C[C@H](NC2CCOCC2)CCC[C@@H](C(=O)NC2CC2)CC1=O,-14%[44.1 µM]
O=C(Cn1c(=O)oc2ccccc21)NC1CCc2nn(CC3CC3)c(=O)n2CC1 (configuration not stated),u
Cn1ccnc1C(O)c1cc2n(n1)CCN(S(=O)(=O)C1CC1)C2 (configuration not stated),-13%
COCc1nc(C2CC(=O)N(C3CCCCC3)C2)no1 (configuration not stated),13%
Cc1cccc(CN2CCCC3(CCN(C(=O)Cc4cccnc4)C3)C2=O)c1 (configuration not stated),u
Cc1cnn(CCC(=O)N[C@@H]2COCC[C@H]2OCc2ccccn2)c1,-13%

# 7 structures already listed, sorted by SMILES length, rising:
SMILES,Pf Dd2 growth
CCCc1cc(=O)[nH]c2nnc(SC(C)CC)n12 (configuration not stated),2%
Cn1ccnc1C(O)c1cc2n(n1)CCN(S(=O)(=O)C1CC1)C2 (configuration not stated),-13%
O=C1Nc2ccccc2CC12CCN(Cc1ccc(OC(F)(F)F)cc1)C2 (configuration not stated),11µM*
Cc1cnn(CCC(=O)N[C@@H]2COCC[C@H]2OCc2ccccn2)c1,-13%
CN1C[C@H](NC2CCOCC2)CCC[C@@H](C(=O)NC2CC2)CC1=O,-14%[44.1 µM]
O=C(Cn1c(=O)oc2ccccc21)NC1CCc2nn(CC3CC3)c(=O)n2CC1 (configuration not stated),u
CCOc1ccccc1CNC(=O)c1cc2cc(S(=O)(=O)N3CCCCC3)ccc2n1C,u

# Next structures follow:
SMILES,Pf Dd2 growth
C[C@@H](NC(=O)c1cccn1C)c1onc(-c2cccnc2)c1C(=O)O,i
O=C1NCCCCCN(C(=O)c2cccs2)[C@H]2CCC[C@@H]12,21%
CN1c2cc(C(=O)NCc3ccc(F)c(Cl)c3)ccc2C(=O)N2CCCCC21 (configuration not stated),i
CN1C(=O)C(C)(C)c2cc(S(=O)(=O)N3CCCC3C(=O)Nc3ccc(F)cc3)ccc21 (configuration not stated),u
CCCC(=O)N1Cc2ccccc2CC2(CCCN(Cc3ccncc3)C2)C1 (configuration not stated),u
CCOC(=O)c1ccc(NS(=O)(=O)c2ccc3[nH]c4c(c3c2)CCCCC4)cc1,i
O=C(NCCCc1ccccc1)c1ccc(N2CC3CC(C2)[C@H]2CCCC(=O)N2C3)nc1 (some centres not stated),-15%
O=C(c1cscn1)N1CCC(F)(c2nc(-c3ccncc3)no2)CC1,-4%
COc1cccc(C2Cn3nnc(-c4nc(-c5ccc(SC)cc5)no4)c3CO2)c1 (configuration not stated),-5%
Cc1ccc(-c2ncc(C(=O)Nc3ccccc3Br)c(-c3ccncc3)n2)cc1,u
O=C(c1ccccc1)N1CC2(CCNC2)OCc2ccccc21 (configuration not stated),u
O=c1[nH]c(N2CCOCC2)nc2c1CCN(Cc1ccc(F)c(Br)c1)CC2,-10%[5.79 µM]
O=C(Cc1ccccc1F)N1CCC(c2noc(-c3ccncc3)n2)C1 (configuration not stated),12%[5.79 µM]
CCN(CC)CCNC(=O)c1cn(CCOC)c(=O)c2c1c1ccccc1n2C,10µM*
Cc1ccc(-n2nnc(-c3nsc(NC(=O)c4cccc(Cl)c4)n3)c2C)cc1C,2%
CC#CCn1cc2c3c(cccc31)[C@H](CC(C)C)N[C@H](C(=O)NCCNC(C)=O)C2,u
COC(=O)c1ccccc1NC(=O)Cc1nc(-c2ccc(OC)cc2)no1,18%
CCN1CCCN(C(=O)CCC2CCCC2)CC12CCOCC2,i
Cc1cccc2c1nc1n2[C@@H](CNCc2ccccc2)COC1,u
CC(=O)c1ccc(NC(=O)CSc2nc3c(=O)n(C)c(=O)n(C)c3n2C)cc1,8%
C=C[C@H]1CN2CC[C@H]1C[C@@H]2CNS(=O)(=O)c1ccc(C)cc1,u
CC1CCN(S(=O)(=O)c2ccc3c(c2)N(CC(=O)NCC(C)c2ccccc2)C(=O)CO3)CC1 (configuration not stated),-3%
CN1C(=O)C(CC(=O)NCc2cccnc2)Sc2ncccc21 (configuration not stated),-24%
O=C(NCC1Cn2cccc2CN1Cc1ccccc1)c1ccco1 (configuration not stated),u
CCc1nc(SCc2cc(=O)c3cc(C)ccc3[nH]2)n[nH]1,86%[activator]
O=C(c1ccc(Cl)cc1)N1CCC2(Cc3ccccc3CNC2=O)C1 (configuration not stated),8%
Cn1ncc(N2CCC(NC(=O)CCC3CCCCC3)CC2)cc1=O,2%
O=C1N2CCCC2CN1C1CCN(Cc2ccccc2C(F)(F)F)CC1 (configuration not stated),u
Cc1nn(-c2ccccn2)c(C)c1[C@@H]1C=C[C@@H](NC(=O)c2cccs2)C1,u
COC(=O)[C@@H]1Cc2ncn(C)c2CN1C(=O)c1ccc(OC)cc1,14%[44.1 µM]
O=C(c1ccc(Cl)cc1)c1cn(Cc2ccccc2)c2cc3c(cc2c1=O)OCCO3,11µM*
COc1ccc(-c2ccc3c(N)c(C(=O)Nc4cc(F)ccc4C)sc3n2)cc1,22%
O=c1n(-c2ccc(C(F)(F)F)cc2)nc2n1CCN(S(=O)(=O)c1cccs1)C2,-18%&10%
O=C(NCc1ccncc1)[C@@H]1C[C@@H](c2ccc(F)cc2)N([S+](=O)([O-])c2cccnc2)C1,-6%[44.1 µM]
CC(=O)N1CCCc2cc(S(=O)(=O)N3CCCCC3)ccc21,8%
O=C(CCc1ccccc1)N1CCCC2(C1)Nc1cccnc1NC2=NC1CCCC1 (configuration not stated),u

# Seven consecutive compounds from above, for reference:
SMILES,Pf Dd2 growth
Cn1ncc(N2CCC(NC(=O)CCC3CCCCC3)CC2)cc1=O,2%
O=C1N2CCCC2CN1C1CCN(Cc2ccccc2C(F)(F)F)CC1 (configuration not stated),u
Cc1nn(-c2ccccn2)c(C)c1[C@@H]1C=C[C@@H](NC(=O)c2cccs2)C1,u
COC(=O)[C@@H]1Cc2ncn(C)c2CN1C(=O)c1ccc(OC)cc1,14%[44.1 µM]
O=C(c1ccc(Cl)cc1)c1cn(Cc2ccccc2)c2cc3c(cc2c1=O)OCCO3,11µM*
COc1ccc(-c2ccc3c(N)c(C(=O)Nc4cc(F)ccc4C)sc3n2)cc1,22%
O=c1n(-c2ccc(C(F)(F)F)cc2)nc2n1CCN(S(=O)(=O)c1cccs1)C2,-18%&10%

# Additional structures follow:
SMILES,Pf Dd2 growth
COc1cccc(OCc2cc(=O)n3cc(C)sc3n2)c1,-18%
Cc1ccc(CN2CCc3ncc(C(=O)NCCOc4ccccc4)n3CC2)o1,9%[44.1 µM]
COc1cccc(S(=O)(=O)N2CCn3nnc(CCC(=O)NC4CC4)c3C2)c1,-24%
CCN(CC)C(=O)c1c(-c2ccccc2)c(-c2ccccc2)nn(C)c1=O,25%
CN1CCC(OC2CCN(C(=O)c3cccc(Br)c3)CC2)CC1,i
CCc1ccccc1NC(=O)C1CCCN(c2cnccn2)C1 (configuration not stated),43%[activator]
Clc1ccc(-c2cnc([C@@H]3COCCN3Cc3ccccn3)[nH]2)cc1,u
O=C1NCCCCCCN(C(=O)NCCc2ccccc2)[C@H]2CCCC[C@@H]12,i
Cc1nc(CCNC(=O)C2CNCCO2)sc1C (configuration not stated),-19%
Cc1cn2nc(C(=O)NCC(C)c3ccccc3)cc2c(N2CCSCC2)n1 (configuration not stated),-1%
Cc1noc(C)c1-c1cc2c(cc(C)n2CCN(C)C)c(-c2ccccc2O)n1,u
c1ccc(-c2ccnc(NCCOc3cccc4cccnc34)n2)nc1,u
CCCOc1ccc(CNC(=O)c2ccc(C)c(-n3c(C)nc4cccnc43)c2)cc1,3%
CCN(CC)CCNc1ncnc2c1cnn2-c1cc(Cl)ccc1C,i
Cc1ncsc1C(=O)N1CC(CNC(=O)C2CCOCC2)C2(C1)CN(c1ccccc1)C2 (configuration not stated),-7%
COc1ccc(C[C@H](NC(=O)C2=C[C@@H](NC(=O)c3cccc(F)c3)[C@@H](O)[C@H](O)C2)C(N)=O)cc1,-6%
Cc1cc(C(=O)N2C[C@@H](CO)[C@H](c3ccccn3)C2)no1,-25%
COc1ccc(C2Cn3nnc(C(=O)N4CCC(C(=O)NC5CCCC5)CC4)c3CO2)cc1 (configuration not stated),i
CCOC(=O)c1ccc(N2C(=O)c3[nH]nc(-c4ccccc4)c3C2c2ccc(C(C)C)cc2)cc1 (configuration not stated),7.9µM*
CN1CCC(NC(=O)c2nc3nc(-c4ccccc4)c(-c4cccc(O)c4)cc3n2C)CC1,u
CN1c2cc(C(=O)NCCc3ccccc3)ccc2C(=O)N2CCCCC21 (configuration not stated),u
COc1ccc(CNC(=O)[C@H]2CNC[C@H](C(=O)N3CCCC3)C2)c(F)c1F,22%
COc1cc(OC)c(OC)cc1/C=C/c1nc2cc3ccccc3cc2c(=O)n1-c1ccc(F)cc1F,i
CCOc1ccc(CCNC(=O)c2sc3nc4n(c(=O)c3c2C)CCCC4)cc1,u
COc1ccc(CCNC(=O)c2ccc(Cn3c(=O)c4ccccc4n(Cc4ccc(F)cc4Cl)c3=O)cc2)cc1OC,33%[activator]
COc1cccc(C(=O)N2CCCN(c3cc(-c4ccc(Cl)cc4)[nH]n3)CC2)c1,4µM*
CC(Sc1nc(=O)cc(N)n1CCc1ccccc1)C(=O)Nc1ccc(Cl)cc1 (configuration not stated),u
Cc1csc(CCNC(=O)C[C@H]2NC(=O)c3ccccc3NC2=O)n1,-11%
C=CCN1CC2(CCC1=O)CCN(C(=O)CC1CCCCN1C)CC2 (configuration not stated),3%
O=c1[nH]c(SCc2c(F)cccc2Cl)nc2c1CCCC2,i
Cn1c(C(=O)N2CC[C@@](C)(O)[C@@H](O)C2)ccc1-c1ccccc1,9%
O=C(NCCc1noc(-c2cccnc2)n1)c1c2c(nc3ccccc13)CCCC2,i
CCOc1ccc(CCNC(=O)CSc2nnnn2-c2ccccc2Cl)cc1OCC,u
CN(Cc1cccnc1)C1CCCc2ccccc21 (configuration not stated),5µM*
CCC(C(=O)NC1CCCCC1)n1c(SCc2ccccc2F)nc2ccncc21 (configuration not stated),u
COc1cccc(-c2cc(C(=O)N3CCCC3c3nncn3C(C)C)[nH]n2)c1 (configuration not stated),-2%
Cc1cc(C)cc(NC(=O)c2ccc3oc(=O)c(S(=O)(=O)c4ccc(F)cc4)cc3c2)c1,i
CC(CNC(=O)c1cnn(-c2ccc(F)cc2)c1-n1cccc1)c1ccccc1 (configuration not stated),-23%

# A second format for some results above:
mol	Pf Dd2 growth
O=c1[nH]c(SCc2c(F)cccc2Cl)nc2c1CCCC2	i
Cn1c(C(=O)N2CC[C@@](C)(O)[C@@H](O)C2)ccc1-c1ccccc1	9%
